MEKK2 mut-MEK5: signal of MEK5 binding to mutant human MEKK2 PB1 domain | bead flow cytometry, Alexa488-MEK5 binding to MEKK2 mutant | percent response, % at 10 µM | actives 0.35% (n = 290,000) | AID 1530; in the data active = percent response above about 24%, passing the limit was not always enough; also: inactives centre near 1; some results filed as inactive read as strong as hits; reference of the scale not given here
pCIP destab: p/CIP protein destabilization. Q05BA5. F442A p/CIP-EGFP cells, EGFP fluorescence, 16 h. decrease of EGFP signal, % at 10 µM. actives 0.01% (n = 290,000). AID 1984;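 active = EGFP signal decrease of at least 30% at 10 µM or well 3 SD below plate mean, unless failing retest; inactive = the rest, including hits failing retest or dose response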; also: some compounds called inactive have numbers as strong as hits; many of its hits are not listed in these tables
IDE cell inh: inhibits human insulin-degrading enzyme in HEK cells. P14735. FAbetaB cleavage, fluorescence polarization. inhibition, % at 5.59 µM. actives 0.41% (n = 320,000);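 active = percent inhibition above the average of all tested compounds plus 3 SD, set per screening campaign, cut at about 16% in these data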;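 also: IDE supplied by intact live HEK cells; FP after avidin binding of uncleaved biotin substrate so inhibition keeps polarization high; 0% = DMSO wells and 100% = 60 µM reference IDE inhibitor Ii1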
Target sequence (P14735 whole entry, looked up): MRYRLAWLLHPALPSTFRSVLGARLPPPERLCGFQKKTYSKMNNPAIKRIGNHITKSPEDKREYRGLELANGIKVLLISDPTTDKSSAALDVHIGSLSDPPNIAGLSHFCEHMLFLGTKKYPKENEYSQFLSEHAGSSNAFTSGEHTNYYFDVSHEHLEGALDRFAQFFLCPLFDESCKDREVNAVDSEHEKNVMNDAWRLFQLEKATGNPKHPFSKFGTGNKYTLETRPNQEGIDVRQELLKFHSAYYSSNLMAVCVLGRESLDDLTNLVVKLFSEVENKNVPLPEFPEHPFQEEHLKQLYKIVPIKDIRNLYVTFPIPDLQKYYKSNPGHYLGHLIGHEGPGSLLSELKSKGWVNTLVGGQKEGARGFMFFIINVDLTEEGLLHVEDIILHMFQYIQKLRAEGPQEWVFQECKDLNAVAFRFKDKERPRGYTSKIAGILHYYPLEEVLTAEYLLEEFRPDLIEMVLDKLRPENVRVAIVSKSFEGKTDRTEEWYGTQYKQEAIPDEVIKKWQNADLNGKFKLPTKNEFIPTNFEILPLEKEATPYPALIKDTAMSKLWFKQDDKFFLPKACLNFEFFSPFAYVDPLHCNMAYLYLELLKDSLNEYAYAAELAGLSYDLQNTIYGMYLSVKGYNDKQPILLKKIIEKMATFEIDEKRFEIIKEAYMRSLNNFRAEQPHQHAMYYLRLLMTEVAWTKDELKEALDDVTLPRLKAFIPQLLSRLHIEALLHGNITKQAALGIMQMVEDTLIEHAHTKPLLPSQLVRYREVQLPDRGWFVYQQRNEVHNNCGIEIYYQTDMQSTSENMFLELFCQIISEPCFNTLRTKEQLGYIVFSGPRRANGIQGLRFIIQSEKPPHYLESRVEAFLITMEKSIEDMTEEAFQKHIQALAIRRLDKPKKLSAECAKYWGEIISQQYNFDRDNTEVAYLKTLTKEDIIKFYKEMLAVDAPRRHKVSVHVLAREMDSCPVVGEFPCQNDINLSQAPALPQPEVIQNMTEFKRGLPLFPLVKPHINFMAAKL
IDE act: boosts human insulin-degrading enzyme activity in HEK cells; AID 493087; actives 0.073% (n = 340,000); activation, % at 5.96 µM; P14735; FAbeta-B cleavage, fluorescence polarization; 0% vehicle, 100% cell-free pure enzyme wells;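 active = activation above the mean of all tested compounds plus 3 SD, set per screening campaign, cut at about 17% in these data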
PfM18AAP inh: blocks P. falciparum M18 aspartyl aminopeptidase. inhibition, % at 7.35 µM. actives 1.2% (n = 290,000). recombinant PfM18AAP, H-Glu-NHMec fluorogenic cleavage. AID 1822;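 active = inhibition above the campaign mean inhibition over all tested compounds plus 3 SD, cut at about 28% in these data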;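 also: 0% = plate median of test compound wells and 100% = 2 mM ZnCl2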
MEKK2 WT-MEK5: raises or lowers MEK5 binding to wildtype human MEKK2 PB1 domain | Q9Y2U5 | bead flow cytometry, Alexa488-MEK5 binding to MEKK2 WT; actives lie on both sides | binding response (% of control), % at 10 µM | actives 1.1% (n = 290,000) | AID 1531; in the data active = binding response below about 67% or above about 130%
SUMO HTRF inh: inhibitors of human SUMOylation (UBC9); P63279; AID 2006; actives 0.36% (n = 290,000); HTRF SUMOylation assay, SAE1/SAE2 + UBC9, in vitro; inhibition, % at 35 µM; in the data active = inhibition above about 50%, passing the limit was not always enough; also: strong numbers were not always called active
MEKK3 PB1 HTS: modulators (inhibitors or enhancers) of MEK5 binding to human MEKK3 PB1 domain. actives 1.4% (n = 290,000). bead-based flow cytometry, Alexa488-MEK5 binding to MEKK3; actives lie on both sides; 0 = blocked by unlabeled MEK5, 100 = vehicle. binding response (% of control), % at 10 µM;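 active = binding response more than 3 SD above or below the average of its plate-row segment, actives on both sides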;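 also: Alexa488 bead fluorescence after subtracting the streptavidin-only scavenger bead signal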
NALP1 yeast inh: NALP1 inhibition. S. cerevisiae NALP1/ASC/caspase-1 growth, X-gal OD620, 72 h. inhibition, % at 10 µM. actives 0.61% (n = 280,000). AID 2071; in the data active = inhibition mostly above about 24%, no sharp cut-off; inactive = mostly below about 32%; also: some compounds called inactive have numbers as strong as hits
Active calls of the source: *; / = not tested or not shown. The list is partial, so the mix of outcomes need not match the whole.

SMILES | MEKK2 mut-MEK5 | pCIP destab | IDE cell inh | IDE act | PfM18AAP inh | MEKK2 WT-MEK5 | SUMO HTRF inh | MEKK3 PB1 HTS | NALP1 yeast inh
O=C(N/N=C/c1cn[nH]c1-c1ccc(F)cc1)c1ccncc1 | -1 | 3 | 0 | -1 | -2 | 100 | 18 | 105 | 12
COC(=O)C1NC(=O)N2C(C(=O)OC)C(C)(C)S[C@H]12 (stereo not given in full) | -3 | / | 7 | -8 | / | 96 | / | 104 | /
CSCC[C@H](NC(=O)[C@H](Cc1ccccc1)n1c(=O)[nH]c2ccccc2c1=O)C(=O)N1CCC[C@@H]1C(=O)O | 1 | -5 | -2 | -2 | -2 | 102 | 15 | 100 | 4
O=c1[nH]c(=S)[nH]c2c1CN(Cc1ccc(F)cc1)CC2 | -7 | -19 | -2 | 3 | 37* | 100 | / | 102 | -8
COc1cccc(NC(=O)CCc2c(C)nc3nc(CNC(=O)c4cccc(F)c4)nn3c2C)c1 | -6 | -5 | 4 | 5 | -10 | 96 | 8 | 95 | 17
CN(C)c1ccc(C(=O)NNC(=O)Nc2ccccc2)cc1 | -3 | -12 | 4 | 5 | 55* | 95 | 22 | 89 | -12
CCOC(=O)N1CCN(c2ccc3nnnn3n2)CC1 | 19 | -2 | -3 | -1 | 4 | 103 | -3 | 103 | 16
COc1ccc(N2C3=[N+](CC2(C)O)c2ccccc2CC3)cc1 (stereo not given) | 5 | -16 | -5 | -6 | -10 | 103 | 19 | 106 | 4
C/C(=N\NC(=O)c1ccn(C)n1)c1ccc(NC(=O)c2cccc(F)c2)cc1 | 4 | -7 | 4 | 2 | -9 | 100 | 3 | 100 | 10
CCCn1c(NC(=O)c2ccco2)nc2ccccc21 | 7 | 0 | -3 | 1 | 6 | 108 | 6 | 115 | 15
COc1ccc(-c2nc(-c3ccc(NC(=O)c4ccc(Br)o4)cc3)no2)cc1OC | -2 | -10 | 4 | 9 | 4 | 99 | 30 | 101 | 18
O=C(NC1CCCCC1)C(c1ccc(F)cc1)N(C(=O)c1csnn1)C1CC1 (stereo not given) | 5 | -14 | -3 | 3 | -2 | 107 | 12 | 103 | 6
CCOc1ccc(Cl)cc1CNCCCSc1nc(C)cc(C)n1 | 6 | -16 | -1 | -3 | -6 | 112 | 0 | 99 | 34
CCOc1ccc(NC(C)=O)cc1 | 5 | 6 | 5 | 4 | 5 | 104 | 6 | 104 | 8
Cc1nc(SCC(=O)NCc2ccco2)nc(C)c1C | 2 | -18 | 4 | 0 | 7 | 97 | 15 | 101 | 14
C=CCN(c1ccc(C(=O)NCCN2CCOCC2)cc1)S(C)(=O)=O | 13 | -10 | 5 | 1 | 7 | 102 | 8 | 102 | -22
CN(C(=S)NC(=O)c1ccc(F)cc1)C1CCCCC1 | 7 | -6 | -1 | 6 | -4 | 104 | 13 | 100 | 5
O=C(c1ccoc1)N1CCCC(Nc2ccc(F)c(F)c2)C1 (stereo not given) | 8 | -11 | 4 | 7 | -1 | 109 | 6 | 103 | 19
O=[N+]([O-])c1ccccc1Nc1c2ccccc2nc2ccccc12 | -2 | 5 | -3 | 0 | -2 | 100 | 5 | 103 | -4
CCCC1=C(C(=O)OCC)C(c2ccc(OC)c(C)c2OC)C(C#N)=C(N)O1 (stereo not given) | -1 | -8 | 9 | -1 | 1 | 94 | 11 | 99 | 34

Full records, looked up by structure.
CCOc1ccc(NC(C)=O)cc1 as listed: MEKK2 mut-MEK5: 5; pCIP destab: 6; IDE cell inh: 5; IDE act: 4; PfM18AAP inh: 5; MEKK2 WT-MEK5: 104; SUMO HTRF inh: 6; MEKK3 PB1 HTS: 104; NALP1 yeast inh: 8
CCOc1ccc(Cl)cc1CNCCCSc1nc(C)cc(C)n1 as listed: MEKK2 mut-MEK5: 6; pCIP destab: -16; IDE cell inh: -1; IDE act: -3; PfM18AAP inh: -6; MEKK2 WT-MEK5: 112; SUMO HTRF inh: 0; MEKK3 PB1 HTS: 99; NALP1 yeast inh: 34

Further results
SMILES | MEKK2 mut-MEK5 | pCIP destab | IDE cell inh | IDE act | PfM18AAP inh | MEKK2 WT-MEK5 | SUMO HTRF inh | MEKK3 PB1 HTS | NALP1 yeast inh
COc1ccc(-c2cccc(C(=O)Nc3ccccc3C)c2)cc1 | 13 | -18 | 4 | 4 | 4 | 106 | 16 | 100 | 19
CCNCC(O)COCC(O)CNCC (stereo not given) | -12 | -2 | 5 | 4 | -4 | 82 | -6 | 81 | 18
O=C(N=NC(=O)c1ccco1)c1ccc2c(O)n(N3C(=O)c4ccccc4C3=O)c(O)c2c1 | 1 | 5 | 6 | 3 | 8 | 103 | 9 | 105 | 7
O=C(CSc1ccc(-c2ccc(Cl)cc2)nn1)NC1CCCC1 | 6 | 1 | -3 | 1 | 3 | 106 | 4 | 103 | 8
O=C(O)/C=C/C(=O)Nc1cccc2cccnc12 | 4 | -5 | -2 | -1 | 3 | 103 | 26 | 100 | 18
COc1ccc(C)cc1-n1nnnc1SCC(=O)c1ccc2c(c1)OCCO2 | -2 | 5 | 0 | 3 | -3 | 96 | -45 | 102 | 14
O=C(CSc1nnc(-c2ccc(Cl)cc2)o1)N1CCOCC1 | -6 | -4 | -6 | 3 | -1 | 94 | -1 | 95 | 24
CCCCN(CC)C(=O)Cn1ncc2c1-c1cc(C)ccc1OC2 | 9 | -9 | 1 | -1 | -9 | 98 | 4 | 101 | 16
O=C1CCCCN1CC(=O)N1CCCC(N2CCN(c3ccccc3F)CC2)C1 (stereo not given) | 4 | 0 | 8 | 0 | 1 | 104 | 5 | 105 | 11
Cc1ccc(S(=O)(=O)N2CCCOC2CNC(=O)C(=O)NCCN2CCOCC2)cc1 (stereo not given) | -1 | -9 | -5 | 8 | -12 | 97 | 11 | 100 | 13
Oc1ccc(N=Nc2cccc(C(F)(F)F)c2)cc1C=Nc1ccc(N2CCOCC2)cc1 | -3 | -18 | -1 | 4 | 0 | 80 | 17 | 87 | -15
COc1cccc(C2C3=C(CC(C)(C)CC3=O)Nc3cc(OC)c(OC)cc32)c1 (stereo not given) | -3 | 12 | 6 | 3 | 4 | 96 | 27 | 103 | -5
Cc1cnc(CNC(=O)c2ccc3oc(C(C)C)nc3c2)[nH]1 | 5 | -10 | 1 | 5 | 0 | 106 | 7 | 103 | 5
Cc1noc(C)c1COc1cccc(C(=O)OC(C)C(=O)Nc2ccc3c(c2)OCO3)c1 (stereo not given) | 3 | 11 | -1 | 0 | 2 | 97 | 3 | 100 | 2
Cn1c(=O)[nH]c(=O)c2c1nc(SCC(O)CO)n2Cc1ccccc1Cl (stereo not given) | 6 | -14 | -1 | 1 | 0 | 110 | 22 | 107 | 15
COc1cc(-c2nc(-c3ccc4c(c3)-c3ccccc3S4(=O)=O)c(-c3ccccc3)[nH]2)cc(OC)c1OC | -6 | 4 | 4 | -3 | 3 | 93 | 24 | 96 | 5
N#Cc1ccccc1Cn1c(=O)n(CCCC(=O)NCc2ccc3c(c2)OCO3)c(=O)c2ccccc21 | -1 | -12 | -2 | 5 | -1 | 100 | -6 | 99 | 28
C/C(=N\NC(=O)Cc1csc(N2CCOCC2)n1)c1ccc(Cl)c(Cl)c1 | -8 | 14 | 5 | -2 | -2 | 90 | -2 | 81 | -6
CC1(C)CC(CCNC(=O)c2ccco2)CC(C)(C)N1 | 1 | -7 | 5 | 1 | 5 | 98 | 10 | 100 | 19
O=S(=O)(c1cccc(S(=O)(=O)N2CCC(n3nnc4ccccc43)CC2)c1)N1CCCCC1 | 1 | -13 | -3 | 2 | -6 | 101 | 15 | 100 | 10
CSc1ccc(Cl)c(C(=O)OCC(=O)N2CCOCC2)c1 | 6 | 4 | 1 | -1 | -6 | 104 | 7 | 99 | -13
COc1cc(/C=C2/SC(=Nc3ccc(O)cc3)NC2=O)ccc1O | -1 | -48 | 35* | -41 | 11 | 102 | 17 | 102 | -2
CC(C)OC(=O)c1ccc(NC(=O)C2C3CC4OC(=O)C2C4C3)cc1 (stereo not given) | 3 | -9 | 2 | 4 | 7 | 103 | 6 | 102 | -95
CCOC(=O)c1cccc(NC(=O)Nc2ccc(OCC)cc2)c1 | -5 | -11 | -1 | -5 | -10 | 98 | 1 | 93 | -11
CCC(C)N(C)C(=O)c1cc2ccccc2c(-c2ccccc2Cl)n1 (stereo not given) | 2 | -7 | 3 | 7 | -2 | 84 | 19 | 94 | -4
COc1ccccc1NC(=O)/C=C1\NC(=O)CS1 | 1 | -2 | 3 | -8 | 6 | 104 | 2 | 112 | -4
CC1CN(C(=O)CSc2nnc(CNC(=O)c3ccc(S(=O)(=O)N(C)C)cc3)o2)CC(C)O1 (stereo not given) | 4 | -2 | 1 | 2 | -11 | 106 | 13 | 102 | 13
Cc1nc2c(-c3ccc(F)cc3)c(C)nn2c(C)c1CCC(=O)NC(C)CCc1ccco1 (stereo not given) | 1 | -2 | -5 | 2 | -10 | 99 | 3 | 100 | 5
COc1cccc(Cn2cccc(NC(=O)NC3CCCCC3)c2=O)c1 | 0 | -15 | 2 | -2 | 0 | 97 | 88 | 96 | 6
Cc1cc(C(=O)COC(=O)c2nccnc2N)c(C)n1C | -2 | -49 | 0 | 9 | 3 | 103 | 24 | 109 | -16
CC1=C[C@H](C)[C@H](c2c(F)cccc2Cl)CC1=O | 5 | 3 | -2 | -1 | 3 | 104 | 7 | 104 | 12
Cc1ccc2nc(NC(=O)CSCC(=O)OCC(=O)c3ccccc3)sc2c1 | -3 | 2 | -6 | 2 | 3 | 92 | -69 | 91 | 12
CCCCn1c(=O)c2c(O)cc(=O)oc2c2ccccc21 | / | -11 | -1 | 7 | 2 | / | 12 | / | -7
COc1ccc(-n2nc(C(=O)N3CCC(C#N)CC3)c3c4ccccc4n(C)c3c2=O)cc1 | 11 | / | -2 | 0 | 4 | 111 | / | 110 | /
CC1CC2(CCCCC2)Nc2c1ccc1ccccc21 (stereo not given) | 8 | -10 | 4 | 9 | 7 | 99 | 25 | 107 | -15
S=C(NCCCN1CCOCC1)Nc1cccc(-c2nnc3n2CCCCC3)c1 | 0 | 5 | 6 | -6 | 8 | 94 | 14 | 98 | 0
COc1cc2[nH]c(=O)n(CCCCCC(=O)NCCCN3CCOCC3)c(=O)c2cc1OC | 0 | 0 | 2 | -7 | -2 | 97 | 3 | 98 | 0
O=C(CS(=O)(=O)c1ccccc1)Nc1ncc([N+](=O)[O-])s1 | 3 | 3 | -1 | -1 | -1 | 97 | 9 | 99 | 4
Cc1cccc(C)c1NC(=O)CSCCO | 2 | -9 | 0 | 4 | -4 | 102 | -3 | 101 | 2
O=S(=O)(CCN1C=CC(C(F)(F)F)=NCC1)c1ccc(F)cc1 | 10 | -5 | 3 | 3 | -1 | 103 | -4 | 106 | 8
COC(=O)c1ccc2ccn(CC(=O)NC3CCCCC3)c2c1 | -1 | 4 | 2 | 3 | -5 | 98 | 25 | 101 | 8
CCN(CC)C(=O)CN(C#N)c1nc(OC)nc(N(C)C)n1 | 0 | 9 | 7 | 2 | 4 | 98 | 13 | 102 | 5
Cn1c(CN2CCOCC2)nc2cc(NC(=O)c3ccc(F)cc3)ccc21 | 1 | -17 | -10 | -2 | 1 | 99 | 23 | 95 | 6
COc1ccc(C2Nc3ccccc3C(=O)N2Cc2ccco2)cc1COc1ccc(F)cc1 (stereo not given) | 2 | 0 | 5 | 2 | -7 | 94 | -19 | 111 | 2
CCCCP(=O)(CCCC)c1ccccc1C(=O)O | 17 | -3 | 7 | -4 | -1 | 102 | -4 | 105 | 17

Source: PubChem (several laboratories)
